# Assay outcomes deposited in PubChem BioAssay by several laboratories.
# NCOA3 inh: inhibitors of human steroid receptor coactivator 3 (SRC3); AID 588352; 0.17% of 360,000 active; inhibition, % at 3.6 µM; HEK293 GAL4-SRC3 luciferase reporter, luminescence;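 active = inhibition above a per-campaign cutoff, the mean of all compounds plus 3 SD, cut at about 60% in these data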;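 note: 0% = DMSO-treated cells and 100% = gossypol-treated cells at 36 µM; higher means less SRC3-driven luciferase light from the GAL4 reporter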
# C8 TRAIL sens: sensitizes caspase-8 expressing cells to TRAIL. NB7+C8 cells + TRAIL, ATPlite viability luminescence. inhibition (viability loss, TRAIL sensitization), % at 10 µM. AID 624354. 1% of 360,000 active;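 active = compounds causing at least 50% loss of cell viability in the single-dose screen, relative to plate controls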
# TLR9-MyD88 inh: TLR9-MyD88 interaction inhibition | inhibition, % at 4.98 µM | CHO BLA complementation TLR9-MyD88, CCF4 FRET ratio | 0.21% of 340,000 active;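 active = inhibition above the mean over all tested compounds plus 3 SD, cut at about 21% in these data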;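 note: 0% = DMSO only wells and 100% = clavulanate BLA inhibitor control wells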
# NOD2-RIPK2 inh: NOD2-RIPK2 protein interaction inhibition; inhibition, % at 4.98 µM; CHO BLA complementation NOD2-RIPK2, CCF4 ratio; 0.38% of 360,000 active; O43353; in the data active = inhibition above about 21%;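 note: 0% = vehicle only and 100% = reference blocker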
# TWEAK-Fn14 inh: TWEAK-Fn14 signaling inhibition | TWEAK-stimulated Fn14 reporter cells, luciferase luminescence, 8 h | inhibition, % at 10 µM | 2% of 360,000 active; in the data active = inhibition above about 50%
# NCOA2 inhibitor: inhibits human steroid receptor coactivator 2; Q15596; HEK293 GAL4-SRC2 luciferase reporter, luminescence; inhibition, % at 9 µM; 0.17% of 370,000 active; AID 651957;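 active = inhibition above the mean inhibition of all tested compounds plus 3 SD, set per campaign, cut at about 52% in these data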;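 note: 0% = DMSO treated cells and 100% = cells given Gossypol at 36 µM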
# COUP-TFII inh: inhibitors of human COUP-TFII (NR2F2) | HEK293T NGFI-A luciferase reporter, luminescence | 0.7% of 370,000 active | P24468 | inhibition, % at 8.6 µM;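 active = inhibition above a per-plate cutoff, mean inhibition of test wells between control levels plus 3 SD, cut at about 38% in these data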;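 note: cells cotransfected with COUP-TFII expression vector driving the NGFI-A reporter; 0% = median of COUP-TF2 test wells and 100% = reporter-only cells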
# TROY NFkB inh: blocks TROY-dependent signaling in reporter cells. Q293 LMP1-TROYcd NF-kB luciferase reporter, 4 h. inhibition, % at 10 µM. 0.98% of 360,000 active. AID 1347056;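 active = compounds whose plate-normalised and pattern-corrected inhibition of the luciferase reporter signal at the single screening dose is 50% or more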
# NR5A2 inv ag: NR5A2 inverse agonism in reporter assay; HEK293T StAR-luciferase reporter, LRH-1 transfected, 24 h; inhibition, % at 3.6 µM; 0.13% of 360,000 active; AID 602396;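 active = inhibition above the mean inhibition of all tested compounds plus 3 SD, cut at about 73% in these data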;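 note: 0% = DMSO wells and 100% = reporter-only cells lacking LRH-1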
# NCOA1 inh: inhibits human SRC1 coactivator. Q15788. HEK293 GAL4-SRC1 luciferase reporter, luminescence. inhibition, % at 3.6 µM. 0.12% of 360,000 active. AID 588354;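 active = inhibition above the campaign mean plus 3 SD, with each screening campaign given its own cutoff, cut at about 60% in these data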;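 note: 0% = DMSO treated cells and 100% = gossypol at 36 µM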
# Target sequence (Q15788 whole entry, looked up, the tested form may be a part): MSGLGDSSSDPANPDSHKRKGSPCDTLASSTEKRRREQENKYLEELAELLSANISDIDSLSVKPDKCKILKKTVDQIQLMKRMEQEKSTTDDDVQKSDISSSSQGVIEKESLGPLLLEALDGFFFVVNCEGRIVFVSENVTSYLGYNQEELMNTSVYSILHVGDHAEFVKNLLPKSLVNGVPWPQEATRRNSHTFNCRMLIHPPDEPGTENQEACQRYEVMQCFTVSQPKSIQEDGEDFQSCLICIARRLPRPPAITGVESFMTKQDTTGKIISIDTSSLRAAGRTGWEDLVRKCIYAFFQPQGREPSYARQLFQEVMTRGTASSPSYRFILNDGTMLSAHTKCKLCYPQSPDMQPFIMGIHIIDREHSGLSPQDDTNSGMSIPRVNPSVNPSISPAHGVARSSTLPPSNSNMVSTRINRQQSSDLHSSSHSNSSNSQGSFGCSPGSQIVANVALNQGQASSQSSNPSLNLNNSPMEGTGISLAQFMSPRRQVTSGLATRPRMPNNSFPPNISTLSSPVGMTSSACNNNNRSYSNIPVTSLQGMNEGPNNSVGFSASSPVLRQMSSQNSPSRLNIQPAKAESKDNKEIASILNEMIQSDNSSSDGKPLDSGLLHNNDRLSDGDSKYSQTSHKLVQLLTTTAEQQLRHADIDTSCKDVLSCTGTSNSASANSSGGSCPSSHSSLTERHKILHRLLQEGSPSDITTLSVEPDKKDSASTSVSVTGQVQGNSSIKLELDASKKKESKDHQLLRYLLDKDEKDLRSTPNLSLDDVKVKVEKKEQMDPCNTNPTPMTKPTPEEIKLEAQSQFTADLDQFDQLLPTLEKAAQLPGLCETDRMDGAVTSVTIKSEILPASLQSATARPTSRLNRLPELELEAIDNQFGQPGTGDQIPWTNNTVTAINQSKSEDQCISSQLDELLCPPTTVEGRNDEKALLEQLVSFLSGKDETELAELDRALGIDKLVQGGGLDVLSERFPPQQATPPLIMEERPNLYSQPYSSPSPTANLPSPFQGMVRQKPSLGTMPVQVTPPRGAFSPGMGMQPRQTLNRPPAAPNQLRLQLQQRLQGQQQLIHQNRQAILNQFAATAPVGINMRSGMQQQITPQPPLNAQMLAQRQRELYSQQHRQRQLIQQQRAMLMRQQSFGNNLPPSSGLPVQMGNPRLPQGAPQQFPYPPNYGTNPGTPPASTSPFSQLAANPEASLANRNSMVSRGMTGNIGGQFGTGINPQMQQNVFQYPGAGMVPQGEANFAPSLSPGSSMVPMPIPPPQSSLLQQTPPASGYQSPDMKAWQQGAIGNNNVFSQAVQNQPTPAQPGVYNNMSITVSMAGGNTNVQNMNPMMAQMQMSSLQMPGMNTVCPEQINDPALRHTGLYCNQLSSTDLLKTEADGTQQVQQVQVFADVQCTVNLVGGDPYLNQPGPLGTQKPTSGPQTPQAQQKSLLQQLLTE
# EBV LMP1 NFkB: inhibitors of Epstein-Barr LMP1-induced NF-kappaB reporter; inhibition, % at 12.5 µM; 0.69% of 350,000 active; LMP1-induced NF-kappaB luciferase reporter cells, luminescence; in the data active = inhibition above about 41%;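 note: 0% = neutral control wells and 100% = reference inhibitor control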
# * = called active by the depositor; x = not tested or not shown. Only part of the results is shown; the hit share may differ from the screen's.
SMILES,NCOA3 inh,C8 TRAIL sens,TLR9-MyD88 inh,NOD2-RIPK2 inh,TWEAK-Fn14 inh,NCOA2 inhibitor,COUP-TFII inh,TROY NFkB inh,NR5A2 inv ag,NCOA1 inh,EBV LMP1 NFkB
CC1(C)CC=C(NNC(=O)c2cccnc2)C(=O)C1,6.6,-7.4,1.9,0.5,14.6,13.9,-2.8,5.5,-7.7,2.9,2.6
COc1cccc(C(=S)N2CCCC2)c1OC,10.7,-10.3,-3.1,-3.8,2.9,-7.0,-13.1,17.2,2.5,-3.2,6.0
CCc1ccc(NC(=O)CCN2C(=O)c3cccnc3C2=O)cc1,9.0,-6.2,0.6,-4.0,-6.3,-11.3,9.4,-21.4,-1.0,-13.8,-6.1
CC1CN(C(=O)CCC(=O)NCc2ccccc2Cl)c2ccccc2S1 (stereo not drawn),8.6,14.2,-8.6,-11.3,2.8,-13.1,9.1,-28.6,-11.8,-13.4,-4.5
CCOC(=O)c1c(C)[nH]c(C)c1S(=O)(=O)N(C)CC(=O)NCc1cccc(C)c1,-6.9,-7.0,1.2,6.3,1.8,7.1,-11.9,-10.7,-2.7,4.0,-3.4
CCCC(=O)Nc1ccc(Br)c(Cl)c1,-3.3,1.3,-3.9,-11.1,-2.0,4.5,0.9,-2.4,2.6,1.8,8.3
O=S(=O)(c1ccc(Cl)cc1)c1nc(-c2ccccc2F)oc1NCCN1CCOCC1,13.3,-3.6,-7.2,9.6,-4.3,x,x,18.4,21.0,-8.5,0.3
CN1CCN(c2ccc(NC(=O)c3ccc(Br)o3)cc2)CC1,-76.5,12.6,-0.2,-4.7,-1.6,-57.7,-48.2,4.2,-113.5,-93.0,-18.8
CCOc1ccc(C(=O)N(c2ccccn2)C2CCCCC2)cc1,-17.8,8.3,-0.3,4.3,-19.4,15.0,4.1,2.0,10.3,-3.0,0.1
Cc1cccc(-n2ccnc2SCC(=O)c2c(N)n(C3CC3)c(=O)[nH]c2=O)c1C,6.7,18.8,-0.5,-9.6,9.1,3.5,11.7,-7.8,-1.7,-10.8,-4.0
COc1cc(C2N3CC4(C)CN2CC(C)(C3)C4)ccc1O (stereo not drawn),-5.1,-2.3,0.5,-2.0,4.6,-7.9,-1.7,8.3,13.4,0.7,-1.0
CCOC(=O)c1cccc2c1-c1ccccc1/C2=N/O,34.1,-11.2,-1.3,-1.3,86.2*,50.8,35.6,50.3*,6.5,38.2,24.1
COc1ccc(N2C(=O)N3[C@H](c4ccc(Br)cc4)[C@@H]4C(=O)N(C(C)(C)C)C(=O)[C@@H]4[C@]3(Cc3ccccc3)C2=O)cc1,2.9,-2.1,-5.2,1.2,7.2,-37.9,23.6,6.1,-4.5,9.6,-3.8
CCOc1ccccc1NC(=O)CN(C)S(=O)(=O)c1ccc(OC)c(C)c1,15.3,-6.8,0.6,-2.8,-8.7,-13.0,-32.6,3.4,16.3,6.7,5.6
CCOC(=O)c1cccc(COC(=O)c2cccc(-c3nnc(-c4ccccc4)o3)c2)c1,-72.6,-1.8,1.8,11.5,8.6,-36.9,-43.2,-77.9,-101.1,-92.2,3.1
CCNC(=S)N1C2CCC1CC(NC(=O)Nc1ccc(C(=O)OCC)cc1)C2 (stereo not drawn),0.7,-0.9,-0.4,-8.0,10.7,-0.2,-4.6,-12.5,-14.0,-9.4,8.3
COCCCNC(=S)N1CCN(c2nc3ccccc3s2)CC1,-2.2,2.7,-3.7,2.5,-10.3,-7.3,-12.6,-1.0,-16.2,-13.9,10.7
COc1ccccc1N1CCN(C(=O)Cc2c(C(=O)O)[nH]c3ccc(Cl)cc23)CC1,3.3,-6.1,-2.0,-9.6,-25.4,11.7,-16.9,12.9,-3.8,-8.2,2.0
CCOC(=O)/C(C(N)=NC(C)C)=C(\O)c1ccccc1,8.7,10.7,-12.1,-2.0,-1.8,1.9,11.3,-0.8,0.8,4.3,5.4
CC1(C)N([O-])C2=C(c3ccccc3C2=O)[N+](=O)C1(C)C,-2.0,-7.5,4.8,-0.6,3.7,10.5,9.9,10.3,13.1,-5.9,8.1
COc1ccc(CNC(=O)c2cccc(NC(=O)CC3SC(N4CCCCC4)=NC3=O)c2)cc1 (stereo not drawn),-15.2,7.6,0.8,-9.3,-5.0,-34.6,3.7,-5.5,11.1,10.8,-2.3
CCOc1ccccc1NC(=O)Nc1ccc(Br)cn1,16.4,-9.5,-5.9,3.0,10.5,-16.9,8.5,13.5,6.9,-7.5,10.5
Cc1cccc(C)c1NC(=O)CNc1ccccc1,-29.4,-4.6,-9.9,-6.0,-3.3,-44.0,-1.1,-28.4,-18.5,-20.4,-6.9
COc1ccc2[nH]c(=O)c(C(c3nnnn3C3CCCC3)N3CCN(Cc4ccc5c(c4)OCO5)CC3)cc2c1 (stereo not drawn),9.8,-12.2,-6.6,4.9,10.6,-35.1,-14.4,-2.6,-0.4,2.8,0.9
CC[C@]1(C(=O)OC)[C@H]2C(=O)N(C)C(=O)[C@H]2[C@H]2CN=C(SCc3ccc(C)cc3)N21,-3.4,-5.3,-4.0,-7.1,5.4,-9.3,4.8,4.9,1.9,1.7,5.6
CC(=O)c1c[nH]c2ccc(C)cc2c1=O,11.9,-5.1,-9.4,-0.4,1.3,2.0,0.4,4.8,-15.3,5.3,-7.9
OCCC1CN(C2CSCCSC2)CCN1Cc1ccccc1 (stereo not drawn),12.8,3.6,1.5,0.2,0.0,8.9,5.1,-6.5,18.7,-3.6,-3.0
CCOC(=O)c1nc(Nc2ccc(Nc3ccccc3)cc2)c2ccccc2n1,-4.3,1.2,-1.8,4.3,42.5,-3.3,3.4,53.9*,-5.7,10.2,4.2
CC(C)c1ccc(/C=N/NC(=O)c2nnn(-c3nonc3N)c2CSC2=NCCS2)cc1,16.8,0.1,-8.3,-1.4,45.3,-8.1,8.2,-32.4,-32.0,-5.3,-4.0
CSc1nc(-c2ccco2)nn1C(=O)Cc1ccccc1,3.5,-19.1,-4.1,-1.2,2.8,-1.0,-11.0,1.2,16.6,0.0,4.4
C[C@@H]1CN([C@H](C)CO)S(=O)(=O)c2ccc(C#Cc3ccccc3F)cc2O[C@H]1CN(C)C(=O)c1ccc2c(c1)OCO2,23.0,23.4,-14.7,4.7,42.7,8.7,-2.9,17.0,37.1,-12.9,8.8
CC(=O)Nc1ccc(NC(=O)COC(=O)c2n[nH]c3ccccc23)cc1,2.0,-3.3,18.8,2.0,7.2,-10.5,-3.0,-0.1,2.6,10.0,-8.4
CCOc1ccc(C2CC(c3ccc(OC)c(OC)c3)n3nc(N)nc3N2)cc1 (stereo not drawn),5.7,-11.0,-8.9,-8.4,-13.1,-21.7,16.0,3.6,21.4,6.1,-1.5
O=C(NCc1ccco1)C(=O)N1CCCC1,12.6,-6.3,-8.5,5.3,-9.6,4.2,-30.8,-1.3,-18.1,-1.1,-2.2
O=C(NCCc1ccccc1)C1CCN(S(=O)(=O)c2cccs2)CC1,-1.7,3.0,-16.2,-12.6,-0.5,2.1,2.6,3.4,-35.8,-9.2,-8.6
Cc1ccc2c(C)c(C(=O)Nc3c(C)n(C)n(-c4ccccc4)c3=O)oc2c1,-0.8,31.1,-1.1,-7.6,8.2,-0.6,0.6,21.1,-1.8,-4.2,-1.1
O=C(NCc1n[nH]c(=S)n1-c1ccc(Br)cc1)c1ccc(S(=O)(=O)N2CCCC2)cc1,14.1,1.7,5.1,5.3,-0.4,-23.7,6.0,-22.2,12.6,-9.3,-28.9
CCC1CCCCN1C(=O)c1sc2ncnc(N(CC)CC)c2c1C (stereo not drawn),22.8,0.9,-6.0,-1.1,11.4,2.0,-3.5,-3.0,5.3,11.4,-0.4
C=CCN1C(c2ccccc2)=CS/C1=C(/C#N)c1nnc(N2CCOCC2)n1-c1ccccc1,14.2,-2.9,-10.8,-9.3,16.5,3.5,-4.3,16.8,-18.1,-15.8,-21.7
COc1ccc(/C=N/OCC(=O)N=Nc2c(O)[nH]c3ccc(Br)cc23)cc1,-16.1,-4.6,0.4,-11.0,19.9,-16.6,1.4,49.3,11.3,0.8,12.4
O=C(Nc1ccc(S(=O)(=O)N2CCCC2)cc1)c1ccc(Cl)nc1,0.8,13.3,4.3,-12.2,14.5,-31.2,1.8,20.9,-1.4,10.3,-0.6
O=C(CC[C@H]1O[C@@H](n2ccc(=O)[nH]c2=O)[C@H](O)[C@@H]1O)NC1CCN(Cc2ccccc2)C1 (stereo partly drawn),5.0,4.1,x,-8.8,4.7,2.4,3.9,0.7,-2.2,11.1,x
COc1ccccc1C(=O)NC(C)C(c1cccs1)N1CCOCC1 (stereo not drawn),7.2,-27.2,3.5,0.4,12.2,-12.3,6.0,-8.0,-4.0,-9.4,8.4
Cc1nc2ncnn2c(C)c1Cc1cccc(C(F)(F)F)c1,6.8,-0.2,-0.8,-2.2,5.5,-17.7,5.0,-12.2,-4.1,19.6,7.2
CCSC(=O)NC12CC3CC(CC(C3)C1)C2,13.9,-12.5,0.6,-13.9,2.7,6.7,-1.3,3.5,-0.6,4.4,8.1
CCOc1ccc2nc3c(cc2c1)CN(CCCO)C(=NCCOC)S3,-8.7,11.6,1.5,1.2,12.5,-70.4,-8.7,-1.0,-8.9,-22.3,2.6
CC(=O)c1ccc(NC(=O)CC23CC4CC(C2)CC(n2nnc(C)n2)(C4)C3)cc1,-17.1,-10.6,4.5,-2.6,-16.9,19.0,-26.3,9.0,12.7,-3.2,4.3
COc1ccc(-c2ccc(CN3C(C)C(=O)N(Cc4cn(Cc5ccco5)nn4)CCS3(=O)=O)cc2)cc1 (stereo not drawn),-1.4,5.5,-8.2,6.9,26.8,25.8,7.5,6.0,-31.2,-12.8,-11.1
O=C(NC1CCN(Cc2ccccc2)CC1)c1c(F)cccc1F,3.6,0.5,-3.7,1.8,-3.4,-1.1,-5.3,-10.1,8.9,3.4,7.4
COc1ccc(NC(=O)C2=C(C)NC(=S)NC2c2ccc(O)c(OC)c2)cc1 (stereo not drawn),0.6,0.2,-4.5,-8.2,1.1,-18.8,8.4,-18.8,-22.6,11.9,15.9
O=C(Cn1ncc2c1-c1ccccc1OC2)Nc1cccc(Cl)c1,13.8,-7.2,-7.5,7.2,-6.3,-33.1,-1.1,-2.3,3.9,-0.4,1.7
C/C=C/c1ccc(OCCCCN2CC(C)CC(C)C2)c(OC)c1 (stereo not drawn),-3.3,7.6,-2.5,-3.2,-1.3,20.0,2.2,-5.4,-1.7,-18.8,-1.8
COc1ccc(CCC(=O)NNC(=O)Cn2nc(C)cc2C)cc1,-2.3,-0.4,-6.3,-4.4,11.6,15.8,-5.1,-7.1,3.1,-15.9,-4.3
CC(C)CNC(=O)c1ccccc1NC(=O)CN(c1ccc2c(c1)OCCO2)S(C)(=O)=O,-2.3,-5.1,-1.5,-9.0,89.7*,5.8,3.3,21.3,9.5,3.8,14.5

# A few values from the list.
# In C8 TRAIL sens, `COc1ccccc1C(=O)NC(C)C(c1cccs1)N1CCOCC1` (stereo not drawn) has the entry -27.2
# In TLR9-MyD88 inh, `CCSC(=O)NC12CC3CC(CC(C3)C1)C2` has the entry 0.6
